Screening results as filed in PubChem.
ASK1 primary: human ASK1 kinase inhibition, primary screen; Q99683; AID 1159602; inhibition, % at 7.44 µM; hit rate 0.99% among 22,000; AlphaScreen MKK6 phosphorylation by ASK1, luminescence; in the data active = inhibition above about 35%;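 note: 0% = median of compound wells and 100% = no enzyme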
ULK1 primary: human ULK1 kinase inhibition, primary screen; AlphaScreen Atg13 phosphorylation by ULK1, luminescence; O75385; inhibition, % at 5.96 µM; hit rate 1.9% among 30,000; AID 1259251; in the data active = inhibition above about 43%;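 note: 0% = median of compound wells and 100% = no enzyme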
Target sequence (O75385 whole entry, looked up): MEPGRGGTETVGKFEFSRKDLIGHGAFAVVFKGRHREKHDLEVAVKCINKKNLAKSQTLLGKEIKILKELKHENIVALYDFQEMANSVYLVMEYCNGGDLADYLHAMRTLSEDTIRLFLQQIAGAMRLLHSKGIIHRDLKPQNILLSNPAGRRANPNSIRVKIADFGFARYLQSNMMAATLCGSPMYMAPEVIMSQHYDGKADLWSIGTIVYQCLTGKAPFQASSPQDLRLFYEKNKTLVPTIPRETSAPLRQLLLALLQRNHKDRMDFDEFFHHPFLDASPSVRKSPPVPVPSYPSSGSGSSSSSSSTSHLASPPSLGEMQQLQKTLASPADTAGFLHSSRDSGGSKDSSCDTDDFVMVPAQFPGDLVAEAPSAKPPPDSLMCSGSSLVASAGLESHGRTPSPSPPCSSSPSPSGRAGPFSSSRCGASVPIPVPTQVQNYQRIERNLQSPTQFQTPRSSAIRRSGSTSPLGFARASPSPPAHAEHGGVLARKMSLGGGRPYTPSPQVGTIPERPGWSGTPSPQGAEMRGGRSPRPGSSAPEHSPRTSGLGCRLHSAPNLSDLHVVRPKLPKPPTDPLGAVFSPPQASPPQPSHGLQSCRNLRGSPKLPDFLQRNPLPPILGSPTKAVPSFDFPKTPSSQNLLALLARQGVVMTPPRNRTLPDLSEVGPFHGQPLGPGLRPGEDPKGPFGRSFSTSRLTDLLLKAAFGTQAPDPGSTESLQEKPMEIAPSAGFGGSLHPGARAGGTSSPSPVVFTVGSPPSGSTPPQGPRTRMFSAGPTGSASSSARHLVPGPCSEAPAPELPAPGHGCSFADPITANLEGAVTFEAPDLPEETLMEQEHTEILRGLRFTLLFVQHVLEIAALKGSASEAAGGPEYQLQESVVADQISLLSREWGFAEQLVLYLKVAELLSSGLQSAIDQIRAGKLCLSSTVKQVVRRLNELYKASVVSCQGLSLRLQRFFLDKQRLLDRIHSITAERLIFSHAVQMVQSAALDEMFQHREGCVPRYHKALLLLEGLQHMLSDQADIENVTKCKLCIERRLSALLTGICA
An asterisk follows results filed as active; nt = not tested or not shown; & = joins results of further samples.

Under each structure: ASK1 primary | ULK1 primary
COc1cc(Nc2ccnc(Nc3ccncn3)n2)cc(OC)c1OC
    7 | 31
Cc1cnc(N2CCN(c3ccccn3)CC2)nc1NCc1ccccc1
    13 | -8
CCOc1ccnc2c1c(=O)n(CC(=O)N1CCC(C)CC1)c(=O)n2C
    nt | 8
O=C(Nc1ccc(N2CCOCC2)nc1)c1cccc(-n2cc(Nc3nnnn3-c3ccccc3Cl)cn2)c1
    -10 | -16
COc1cc(NC(=O)c2cccc(-c3cc(CC(=O)Nc4ccccc4Cl)[nH]n3)c2)cc(OC)c1OC
    3 | -6
N#Cc1cc(-c2ccnc(Nc3ccc4c(c3)OCO4)n2)cc(N2CCOCC2)c1
    27 | 5
CC(=O)Nc1ccc(Nc2nc(NC3CCC(O)CC3)nc3c2ncn3C(C)C)cc1 (centres undefined)
    9 | 62*
O=C(Nc1ccc(Oc2ccccc2)cc1)c1cnc(-c2cccs2)s1
    24 | 14
CCCNC(=O)c1ccnc(N2CCCC(C(=O)N(CC)CC)C2)c1 (centres undefined)
    4 | 2
CO/N=C(\C(=O)N[C@@H]1C(=O)N2C(C(=O)O)=C(CSc3nc(=O)c(=O)[nH]n3C)CSC12)c1csc(N)n1 (some centres undefined)
    nt | 13
O=C(NC1CC1)c1ccc(-c2nc(NCCO)c3[nH]cnc3n2)cc1
    8 | -17
Cn1c(Nc2nc3ncnc(NCCCN4CCCC4=O)c3[nH]2)nc2ccccc21
    -5 | 5
Cc1ccc2c(c1)CC(c1nc3ccc(-c4ccncc4)cc3c(=O)[nH]1)CO2 (centres undefined)
    6 | -1
COc1cc(Nc2cc(-c3ccc(N4CCN(C)CC4)cc3)nc(N)n2)cc(OC)c1OC
    -6 | -15
CC(=O)c1cccc(-c2nc(Nc3ccccc3)c3ncn(-c4ccccc4)c3n2)c1
    1 | 1
COc1ccc(CCNC(=O)c2csc(-c3cccc(C(C)=O)c3)n2)cc1
    -36 | -13
CCNc1ncc(C(=O)NCCN(C(C)C)C(C)C)s1
    5 | 6
Cc1noc(C)c1-c1cc(Nc2ccc(Oc3ccccc3)cc2)nc(N)n1
    -9 | -26
N=C(N)n1cccn1
    nt | 4&12
CC(=O)Nc1ccc(Nc2nc(-c3ccc(C(=O)NC4CC4)cc3)nc3c2ncn3C(C)C)cc1
    11 | 32
Clc1nc(NC2CC2)c2ncn(-c3ccsc3)c2n1
    5 | 21
Cc1ccc(/C(=C\CN2CCCC2)c2ccccn2)cc1
    nt | 6
O=C(NCc1ccccc1)c1cccc(-c2ccc(N3CCOCC3)nc2)c1
    -3 | -3
COc1ccc(S(=O)(=O)NCc2nc(-c3ccncc3)nn2S(=O)(=O)c2ccc(OC)cc2)cc1
    7 | 9
COc1ccc(CCNC(=O)c2cccc(-c3csc4ccccc34)c2)cc1
    -2 | 3
CC(=O)Nc1ccc(NC(=O)c2cccc(-c3ccc(N4CCOCC4)nc3)c2)cc1
    -11 | -7
COc1nc(NCCN(C(C)C)C(C)C)nc(Nc2ncccn2)n1
    -23 | -8
COc1cc(Nc2nc(-c3ccc(C(=O)N4CCN(C)CC4)cc3)nc3c2ncn3-c2ccccc2)cc(OC)c1OC
    11 | -20
CN1CCC(OC(c2ccccc2)c2ccccc2)CC1
    nt | 6
CCN(CC)C(=O)c1ccc(-c2ccc([N+](=O)[O-])cc2)o1
    nt | 13
CC(C)n1cnc2c(NCc3cccc(C(F)(F)F)c3)nc(Nc3ccc(-n4ccnc4)cc3)nc21
    14 | -35
CN(C)CCNC(=O)c1ccccc1Nc1ccnc(Nc2ccc(N3CCOCC3)cc2)c1
    -12 | 1
c1ccc(CNc2cc(-c3cccnc3)nc(-c3ccncc3)n2)cc1
    nt | -1
Cc1cccc(C(=O)NNC(=O)COc2ccc3ccccc3c2)c1O
    nt | 10
NC(=O)c1ccc(-c2cc(C(=O)NCCO)ccn2)cc1
    -2 | -16
Cc1noc(C)c1-c1nc2ncnc(NCCOc3ccccc3)c2[nH]1
    -11 | 11
Cn1c(=O)cc(NCCCO)n(Cc2ccc(F)cc2F)c1=O
    nt | 6
COc1ccc(CCNc2nc(Cl)nc3nc[nH]c23)cc1
    -8 | -12
Cc1cnc(N2CCOCC2)nc1NCCN(C(C)C)C(C)C
    -7 | 7
COc1ccccc1C(=O)NCCc1ccccc1
    nt | 3

In the list so far, ten contain an aryl methoxy group.
Under each structure: ASK1 primary | ULK1 primary
COc1cc(Nc2ccnc(Nc3ccncn3)n2)cc(OC)c1OC
    7 | 31
COc1cc(NC(=O)c2cccc(-c3cc(CC(=O)Nc4ccccc4Cl)[nH]n3)c2)cc(OC)c1OC
    3 | -6
COc1cc(Nc2cc(-c3ccc(N4CCN(C)CC4)cc3)nc(N)n2)cc(OC)c1OC
    -6 | -15
COc1ccc(CCNC(=O)c2csc(-c3cccc(C(C)=O)c3)n2)cc1
    -36 | -13
COc1ccc(S(=O)(=O)NCc2nc(-c3ccncc3)nn2S(=O)(=O)c2ccc(OC)cc2)cc1
    7 | 9
COc1ccc(CCNC(=O)c2cccc(-c3csc4ccccc34)c2)cc1
    -2 | 3
COc1nc(NCCN(C(C)C)C(C)C)nc(Nc2ncccn2)n1
    -23 | -8
COc1cc(Nc2nc(-c3ccc(C(=O)N4CCN(C)CC4)cc3)nc3c2ncn3-c2ccccc2)cc(OC)c1OC
    11 | -20
COc1ccc(CCNc2nc(Cl)nc3nc[nH]c23)cc1
    -8 | -12
COc1ccccc1C(=O)NCCc1ccccc1
    nt | 3

Later entries.
Under each structure: ASK1 primary | ULK1 primary
Cc1cnc(Nc2ccncc2)nc1Nc1ccc(Oc2ccccc2)cc1
    -1 | 37
O=C(NC1CC1)c1ccc2cncc(-c3cc4ccccc4o3)c2n1
    nt | 13
c1ccc(-c2ccnc(Nc3ccc(-n4nccn4)cc3)n2)cc1
    -8 | -11
Nc1nc(Nc2ccc(N3CCOCC3)cc2)cc(Nc2nccc3ccccc23)n1
    25 | -19
c1ccc2c(c1)CCN(c1nc(NCCN3CCOCC3)c3ncn(C4CCCCC4)c3n1)C2
    7 | 10
O=C(NCc1nc2ccccc2[nH]1)c1cncc(-c2ccc(C(=O)NC3CC3)cc2)c1
    -16 | 8
O=C1NC2(CCN(S(=O)(=O)c3cccc(F)c3)CC2)C(=O)N1Cc1ccccc1
    nt | -8
CC(C)N(CCNC(=O)c1cccc(Nc2nc3ccccc3n2C)n1)C(C)C
    -15 | -2
FC(F)(F)c1cccc(CNc2cc(Cl)ncn2)c1
    -5 | 1
COc1ccc(-c2cncc(C(N)=O)c2)cc1
    0 | 3
CC(C)[N+](C)(C)CC(O)COc1cccc2ccccc12 (centres undefined)
    nt | 1
Cc1cnc(-c2cccc(N)c2)nc1NCc1cccc(C(F)(F)F)c1
    -9 | -22
COc1cccc(CN(C)C(=O)c2nc3ccc(-c4cn[nH]c4)cc3s2)c1
    9 | -10
CC(C)CC(=O)Nc1cccc(C(=O)Nc2ccccc2C(=O)O)c1
    nt | 4
CCN(CC)C(=O)C1CCCN(c2cc(Nc3ccc(NC(C)=O)cc3)nc(N)n2)C1 (centres undefined)
    -2 | -1
CCCCCCCCCCCCCCc1ccc(S(=O)(=O)O)cc1
    nt | 7
O=c1[nH]c2ccccc2n1C1=CCNCC1
    nt | 4
CN(C)CCn1cc(C(=O)NCc2cccs2)c2ccc(-c3cn[nH]c3)cc21
    3 | -21
CS(=O)(=O)c1ccc(N2CCc3ccccc3C2)cc1
    nt | 10
COc1ccc(-c2cccc(C(=O)Nc3ccc(N4CCOCC4)cc3)n2)cc1
    -6 | 23

Following part
| SMILES | ASK1 primary | ULK1 primary |
| --- | --- | --- |
| C[C@H](N)c1nc(-c2ccncc2)n[nH]1 | 2 | 2 |
| O=C1NN(C(=O)Nc2ccc(Cl)cc2)C2Cc3ccccc3C12 (centres undefined) | nt | 3 |
| Nc1nc(Nc2ccccc2)cc(Nc2cnccn2)n1 | -1 | 5 |
| O=C(Nc1ccccc1)c1cncc(-c2cccs2)c1 | -10 | 1 |
| O=C(Nc1ccccc1)c1ccnc(Nc2ccc(N3CCOCC3)cc2)c1 | -10 | 8 |
| CC(C)(C)NCC(O)c1cc(O)cc(O)c1 (centres undefined) | nt | 10 |
| CCCNc1ncnc2c1nc(NCCN1CCOCC1)n2C(C)C | 4 | -16 |
| CC(=O)c1cccc(-c2cncc(C(=O)NC3CCN(Cc4ccccc4)CC3)c2)c1 | -10 | -5 |
| CCN(CC)CCN | nt | 9 |
| O=C(CC(=O)c1ccccc1O)c1cccc(Br)c1 | nt | 3 |
| COc1cccc(COC(=O)Nc2cc(F)c(-c3cn[nH]c3)cc2OCCN(C)C)c1 | -25 | 27 |
| Cc1cc(C)n(-c2ccc(OCC(=O)O)nn2)n1 | nt | 2 |
| C[C@@H](O)[C@H]1C(=O)N2C(C(=O)O)=C(S[C@@H]3CN[C@H](C(=O)N(C)C)C3)[C@H](C)[C@H]12 | nt | -12 |
| CCNc1nc(NCCN2CCOCC2)c2[nH]cnc2n1 | -11 | 4 |
| CCCNC(=O)c1cccc(Nc2ccc3ncccc3c2)n1 | -14 | -2 |
| O=C(Nc1ccc(-c2cn[nH]c2)cc1)OCc1cccc(F)c1 | -2 | -6 |
| O=C(Nc1ccc(N2CCOCC2)cc1)c1ccc2nc(Nc3cccnc3)sc2c1 | -9 | 39 |
| Cc1c(C(=O)NCCc2ccccc2)sc2nc(-c3ccc(F)cc3)cn12 | nt | 4 |
| Cc1cccc(NC(=O)c2cccc(-n3cc(NC(=O)c4ccccc4)cn3)c2)c1 | -10 | 2 |
| O=C(Cc1cn(-c2ccc(Nc3ccc(N4CCOCC4)cc3)nn2)c2ccccc12)NCCCN1CCCC1=O | -16 | 20 |
| O=C(Nc1ccc(N2CCOCC2)cc1)c1cccc(-n2cc(Nc3nnnn3C3CCCCC3)cn2)c1 | -15 | 2 |
| O=C(Cc1cn(-c2ccc(Nc3ccc(N4CCOCC4)cc3)nn2)c2ccccc12)NCc1nc2ccccc2[nH]1 | 20 | 14 |
| O=C(NCCCN1CCCC1=O)c1ccnc(-c2csc3ccccc23)c1 | 10 | -9 |
| CCN(CC)c1nc(NCc2cccc(C(F)(F)F)c2)nc(Nc2nccc3ccccc23)n1 | -8 | 10 |
| C=CCN1CCN(c2c(Cl)cccc2NC(=O)c2cnccn2)CC1 | -7 | 2 |
| COc1ccc(CCNc2ccnc(-c3csc4ccccc34)n2)cc1 | -5 | -39 |
| Cc1nc(-c2ccc3cnc(Nc4ccc(-n5cnc(N6CCOCC6)n5)cc4)nc3c2)n[nH]1 | -21 | 19 |
| Cn1c(=O)cc(NCCCN2CCOCC2)n(Cc2ccc(F)cc2F)c1=O | nt | 2 |
| CC(=O)c1cccc(-c2nc3c(NCCCN4CCCC4=O)ncnc3n2C(C)C)c1 | 2 | 6 |
| COc1ccccc1OCc1nc(N(C)CCN(C)C)c2cc(-c3cn[nH]c3)ccc2n1 | 8 | 1 |
| CC(C)(C)C(=O)NC(n1cnc2c(N3CCOCC3)ncnc21)C(Cl)(Cl)Cl (centres undefined) | nt | 6 |
| Cc1nc(NCCCN2CCOCC2)cc(-c2ccccc2F)n1 | nt | -3 |
| CN(C)CCC(c1ccc(Cl)cc1)c1ccccn1 (centres undefined) | nt | -8 |
| COCCNC(=O)c1ccc2cncc(-c3ccsc3)c2n1 | nt | 53* |
| c1cc(Nc2cc(Nc3ccc(N4CCOCC4)cc3)ncn2)ccn1 | 2 | 82* |
| O=C(NCC(O)COc1ccc(Br)cc1)c1cc(-c2ccc3[nH]ncc3c2)ccn1 (centres undefined) | -6 | -32 |
| CCN1/C(=C2/SC(=S)N(N)C2=O)Sc2ccc(OC)cc21 | nt | 3 |
| c1cc2[nH]ncc2cc1N1CCCNCC1 | 3 | 12 |
| NC(=O)c1ccc(-c2cccc(N)c2)s1 | -4 | -1 |
| COc1cc(Nc2nc(N3CCCC3CO)nc3c2ncn3-c2ccsc2)cc(OC)c1OC (centres undefined) | 4 | -6 |
| CN(C)c1cccc(Nc2nccc(NCCCN3CCCC3=O)n2)c1 | -3 | 6 |
| NC(=O)c1cnccc1Nc1ccnc(Nc2ccc(N3CCOCC3)cc2)c1 | 8 | 44* |
| CS(=O)(=O)c1ccc2c(c1)nc(N1CCCCC1)c1nccn12 | nt | 4 |
| COc1cccc(CNC(=O)Nc2ccc(-c3cn[nH]c3)cc2C(F)(F)F)c1 | -3 | 6 |
| COc1cc(Nc2cc(N3CCN(Cc4ccc5c(c4)OCO5)CC3)nc(N)n2)cc(OC)c1OC | -7 | -12 |
| O=C(Nc1ccccc1)c1cnc(N2CCC(N3CCOCC3)CC2)s1 | 6 | 4 |
| CC1(C)CCC(C)(C)c2cc(NC(=O)c3ccc(C(=O)O)cc3)ccc21 | nt | -2 |
| CCOC(=O)Nc1cccc(F)c1N1CCC2(CC1)OCCO2 | 6 | -2 |
| CCCS(=O)(=O)N1CCN(S(=O)(=O)Cc2ccccc2)CC1 | nt | 0 |
| CC1(C)C(C=C(Cl)Cl)C1C(=O)OCc1cccc(Oc2ccccc2)c1 (centres undefined) | nt | -10 |
| Nc1nccc(-c2ccc3nc(C4COc5ccc(C(=O)O)cc5C4)[nH]c3c2)n1 (centres undefined) | -1 | 5 |
| Nc1cccc(-c2nc(NCc3ccccc3)c3ncn(-c4ccccc4)c3n2)c1 | 7 | -12 |
| CN1CCN(C(=O)c2ccc(-c3cc(C(=O)Nc4ccccc4)ccn3)cc2)CC1 | 11 | -15 |
| COc1ccc(CCNc2nc(Nc3cnccn3)nc3c2ncn3Cc2ccc(C(F)(F)F)cc2)cc1 | 22 | -10 |
| Nc1nc(NCc2nc3ccccc3[nH]2)cc(Nc2cnccn2)n1 | -12 | -5 |
| O=C(NC1CC1)c1ccc(-c2cc(NC3CC3)ncn2)cc1 | -22 | 3 |
| O=C1NCC(c2ccccc2)C1C(=O)N/N=C/c1ccc(Br)o1 (centres undefined) | nt | -1 |
| COc1cccc(CNC(=O)Nc2ccc(-c3cn[nH]c3)cc2N(CCN(C)C)C(=O)NCc2cccc(OC)c2)c1 | 2 | 1 |
| CCC(C)NC(=O)c1cc2nc(-c3ccco3)cc(C(F)(F)F)n2n1 (centres undefined) | nt | -2 |
| Cc1nc(C)n(-c2ccc(Nc3cc(-c4nn(CCN(C)C)cc4-c4ccccc4)ccn3)cc2)n1 | -2 | -4 |
| C[C@@H](O)C(=O)N1CCCN(S(=O)(=O)c2cccc3cnccc23)CC1 | 5 | 6 |

Random draw from the library; about 2.4% have a hit in one of these screens.
